Source: PubChem
CRFBP-R2 agonist: agonists of human CRF-binding protein/CRF-R2 receptor complex; HEK293 CRF-R2/CRF-BP, calcium dye fluorescence (FLIPR); percent of saturating CRF peptide response; activation, % at 13.2 µM; 0.46% of 350,000 active; AID 588473;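 active = activation of at least 50%, plus an integration ratio under a set limit after plate pattern correction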;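 also: plate controls were neutral control wells without compound for no effect and CRF at EC100 for full effect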
TAAR1 agonist: agonists of human TAAR1. Q96RJ0. CHO RD-HGA16 TAAR1, Fluo-8 calcium fluorescence; vehicle wells 0%, saturating PEA agonist 100%. 0.99% of 360,000 active. activation, % at 3 µM;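 active = activation above the mean activation of all test compounds in the run plus 3 SD, cut at about 38% in these data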
Target sequence (Q96RJ0 whole entry, looked up): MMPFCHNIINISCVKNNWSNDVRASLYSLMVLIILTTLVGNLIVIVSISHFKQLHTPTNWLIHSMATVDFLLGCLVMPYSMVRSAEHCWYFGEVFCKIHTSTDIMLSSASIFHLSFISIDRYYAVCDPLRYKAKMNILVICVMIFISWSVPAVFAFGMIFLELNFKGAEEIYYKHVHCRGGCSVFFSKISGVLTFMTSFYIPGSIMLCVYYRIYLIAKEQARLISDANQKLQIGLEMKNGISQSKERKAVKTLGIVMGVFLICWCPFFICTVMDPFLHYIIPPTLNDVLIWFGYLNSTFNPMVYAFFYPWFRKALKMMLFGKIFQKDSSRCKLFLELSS
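System: CHO-derived RD-HGA16 cells with stable Gα16 and human TAAR1 / Times: 17-24 h plating, Fluo-8 75 min 37 °C, 30 min RT / Technique: calcium-sensitive Fluo-8 signal, excitation 470-495, emission 515-575 nm / Measure: % activation relative to PEA EC100 response / Benchmarks: DMSO and PEA EC100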
CHRM4 PAM: CHRM4 positive allosteric modulation. P08173. CHO-K1 hM4/Gqi5, Fluo-8 calcium fluorescence, ACh EC20; 0% = ACh EC20, 100% = maximal ACh. activation, % at 3 µM. 0.4% of 360,000 active;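 active = activation above its plate's cutoff, the mean activation of sample wells plus 3 SD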; also: some results filed as inactive read as strong as hits
CHRM5 PAM: CHRM5 positive allosteric modulation. P08912. CHO-K1 hM5, Fluo-8 calcium, ACh EC20 PAM; 0% = ACh EC20, 100% = ACh EC100. activation, % at 3 µM. 0.3% of 360,000 active;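 active = activation above the run cutoff, the mean activation of all test compounds plus 3 SD, cut at about 18% in these data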
Target sequence (P08912 whole entry, looked up): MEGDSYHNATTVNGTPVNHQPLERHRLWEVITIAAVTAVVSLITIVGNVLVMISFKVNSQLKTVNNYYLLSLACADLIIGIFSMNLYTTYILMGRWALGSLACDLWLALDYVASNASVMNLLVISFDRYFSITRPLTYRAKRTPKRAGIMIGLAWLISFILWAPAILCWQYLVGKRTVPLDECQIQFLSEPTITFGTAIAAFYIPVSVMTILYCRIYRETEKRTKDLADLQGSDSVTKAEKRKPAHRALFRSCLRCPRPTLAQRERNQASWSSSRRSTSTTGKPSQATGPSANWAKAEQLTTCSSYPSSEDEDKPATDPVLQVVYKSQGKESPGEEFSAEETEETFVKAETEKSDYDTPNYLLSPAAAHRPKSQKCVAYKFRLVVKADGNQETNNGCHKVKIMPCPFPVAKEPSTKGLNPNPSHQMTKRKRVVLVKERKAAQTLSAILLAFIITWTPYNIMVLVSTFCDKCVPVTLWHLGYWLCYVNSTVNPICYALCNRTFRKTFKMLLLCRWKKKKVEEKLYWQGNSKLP
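Assay system – human M5 receptor in CHO-K1 cells · Read-out – % activation, ACh-normalized · Technique – Fluo-8 calcium fluorescence · Dosing – single-point, 3 µM nominal · Incubation – Fluo-8 loading 80 min at 37 °C plus 30 min room temperature · Repeats – singlicate, one well per test compound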
CRFR2-BP antag: blocks CRF-induced signaling of the CRF-BP/CRF-R2 complex; 0.59% of 350,000 active; inhibition, % at 11.8 µM; HEK293 CRF-R2/CRF-BP, CRF-induced calcium fluorescence;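 active = inhibition of the ligand-induced calcium signal above about 50% at the single tested concentration, limit read from the data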
M1 PAM parental: nonselective activator or artifact in parental CHO-K1 calcium assay | 0.02% of 360,000 active | ATP EC20, Fluo-8 calcium fluorescence; 0% at ATP EC20, 100% at ATP max | AID 602247 | activation, % at 3 µM;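 active = activation above the run cutoff, the mean activation of all test compounds plus 3 SD, cut at about 40% in these data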;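 also: peak over basal fluorescence ratio in a 140 s read after ATP addition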
TAAR1 antag: antagonists of human TAAR1. inhibition, % at 3 µM. 1.5% of 360,000 active. CHO RD-HGA16 TAAR1, Fluo-8 calcium fluorescence, antagonist. Q96RJ0;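 active = inhibition above a per-plate cutoff, the mean inhibition of test compounds on that plate plus 3 SD, cut at about 49% in these data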;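 also: 0% = DMSO plus EC80 beta-PEA response and 100% = DMSO alone without agonist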
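Test system: CHO RD-HGA16 cells bearing hTAAR1 | Reagent: β-PEA, EC80 | Compound dosing: 3 µM, single point | Schedule: Dye loading 75 min at 37 °C, then 30 min room temperature | Signal: Calcium fluorescence with Fluo-8 | Evaluation: Percent inhibition of PEA-evoked calcium signal, max/basal emission ratio | Control set: DMSO-only wells and EC80 β-PEA-stimulated wells | Repeats: Singlicate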
CHRM5 agonist: CHRM5 agonism in calcium assay; CHO-K1 hM5 cells, Fluo-8 calcium fluorescence; 0% DMSO wells, 100% maximal acetylcholine response; P08912; activation, % at 3 µM; 0.19% of 360,000 active; AID 624037;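 active = activation above the run's mean over test compounds plus 3 SD, cut at about 23% in these data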;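 also: signal is peak over basal fluorescence ratio across the kinetic read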
CHRM5 antagonist: antagonists of human muscarinic M5 receptor (CHRM5). 0.59% of 360,000 active. CHO-hM5 cells, Fluo-8 calcium fluorescence, ACh EC80. inhibition, % at 3 µM. P08912;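 active = inhibition above a per-plate cutoff, the mean of that plate's test compounds plus 3 SD, cut at about 27% in these data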;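 also: 0% = acetylcholine EC80 with DMSO and 100% = DMSO without agonist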
Starred values were filed as active, the others as inactive. This is a random part of the collection; any-hit rate near 4.2%.

The first 2 compounds, to show the layout:
What do the screens show for `Cn1c(N)c(C(=O)COC(=O)c2ccc([N+](=O)[O-])o2)c(=O)n(C)c1=O`?
CRFBP-R2 agonist: -1.6; TAAR1 agonist: 0; CHRM4 PAM: 11; CHRM5 PAM: 0; CRFR2-BP antag: -13; M1 PAM parental: 17; TAAR1 antag: 0; CHRM5 agonist: -1; CHRM5 antagonist: 9

What do the screens show for `O=C(COc1ccccc1)Nc1nonc1NC(=O)COc1ccccc1`?
CRFBP-R2 agonist: 0.0; TAAR1 agonist: 16; CHRM4 PAM: -3; CHRM5 PAM: -11; CRFR2-BP antag: 6; M1 PAM parental: 19; TAAR1 antag: 22; CHRM5 agonist: 3; CHRM5 antagonist: 13

This part in full, from the first entry:
What do the screens show for `Cn1c(N)c(C(=O)COC(=O)c2ccc([N+](=O)[O-])o2)c(=O)n(C)c1=O`?
CRFBP-R2 agonist: -1.6; TAAR1 agonist: 0; CHRM4 PAM: 11; CHRM5 PAM: 0; CRFR2-BP antag: -13; M1 PAM parental: 17; TAAR1 antag: 0; CHRM5 agonist: -1; CHRM5 antagonist: 9

What do the screens show for `O=C(COc1ccccc1)Nc1nonc1NC(=O)COc1ccccc1`?
CRFBP-R2 agonist: 0.0; TAAR1 agonist: 16; CHRM4 PAM: -3; CHRM5 PAM: -11; CRFR2-BP antag: 6; M1 PAM parental: 19; TAAR1 antag: 22; CHRM5 agonist: 3; CHRM5 antagonist: 13

Results for CC1(C)Oc2ccc(C(=O)N3CCCC3)cc2N(CC(=O)NCc2ccccc2)C1=O ?
CRFBP-R2 agonist: 2.2; TAAR1 agonist: 12; CHRM4 PAM: -1; CHRM5 PAM: 1; CRFR2-BP antag: 5; M1 PAM parental: 8; TAAR1 antag: 7; CHRM5 agonist: -2; CHRM5 antagonist: -3

How did CC1C(=O)C(C)C(c2ccc3c(c2)OCO3)NC1c1ccc2c(c1)OCO2 (stereo not drawn) do in these assays?
CRFBP-R2 agonist: -1.0; TAAR1 agonist: 5; CHRM4 PAM: -3; CHRM5 PAM: -7; CRFR2-BP antag: 29; M1 PAM parental: 11; TAAR1 antag: -2; CHRM5 agonist: 1; CHRM5 antagonist: 0

How did Brc1ccc(OCc2nc3ccccc3[nH]2)cc1 do in these assays?
CRFBP-R2 agonist: -3.1; TAAR1 agonist: 1; CHRM4 PAM: -4; CHRM5 PAM: -4; CRFR2-BP antag: 12; M1 PAM parental: 15; TAAR1 antag: 11; CHRM5 agonist: -3; CHRM5 antagonist: 5

How did O=C(Nc1nc2n(n1)C(c1ccc(F)cc1)CC(c1ccccc1)N2)c1ccco1 (stereo not drawn) do in these assays?
CRFBP-R2 agonist: 1.8; TAAR1 agonist: 2; CHRM4 PAM: 0; CHRM5 PAM: 2; CRFR2-BP antag: -9; M1 PAM parental: 14; TAAR1 antag: 7; CHRM5 agonist: 2; CHRM5 antagonist: -4

What do the screens show for `CCOC(=O)C1CCCCN1Cc1cn[nH]c1-c1ccc(F)cc1F` (stereo not drawn)?
CRFBP-R2 agonist: -1.0; TAAR1 agonist: -2; CHRM4 PAM: 7; CHRM5 PAM: 1; CRFR2-BP antag: 2; M1 PAM parental: 1; TAAR1 antag: -14; CHRM5 agonist: -6; CHRM5 antagonist: 7

How did CC(=O)Oc1ccc(-c2csc(Nc3ccc(Cl)cn3)n2)cc1 do in these assays?
CRFBP-R2 agonist: 3.9; TAAR1 agonist: 1; CHRM4 PAM: -4; CHRM5 PAM: -2; CRFR2-BP antag: -3; M1 PAM parental: 5; TAAR1 antag: -27; CHRM5 agonist: 3; CHRM5 antagonist: 2

Results for CCOc1ccc(-c2ccc(SCc3ccccn3)nn2)cc1 ?
CRFBP-R2 agonist: -1.9; TAAR1 agonist: 10; CHRM4 PAM: -3; CHRM5 PAM: -11; CRFR2-BP antag: -16; M1 PAM parental: 11; TAAR1 antag: 24; CHRM5 agonist: -1; CHRM5 antagonist: -5

What do the screens show for `COc1ccc(C(=O)COc2ccccc2C(N)=O)cc1`?
CRFBP-R2 agonist: -4.1; TAAR1 agonist: 4; CHRM4 PAM: 13; CHRM5 PAM: 7; CRFR2-BP antag: 3; M1 PAM parental: 14; TAAR1 antag: -2; CHRM5 agonist: 0; CHRM5 antagonist: 5

What do the screens show for `O=C(CSc1nc2c(c(=O)[nH]1)CCC2)Nc1ccc(F)cc1`?
CRFBP-R2 agonist: -0.1; TAAR1 agonist: 2; CHRM4 PAM: 2; CHRM5 PAM: -5; CRFR2-BP antag: 14; M1 PAM parental: 2; TAAR1 antag: -7; CHRM5 agonist: -1; CHRM5 antagonist: 7

How did COc1ccccc1/C=C/C=N/n1c(-c2ccccc2)n[nH]c1=S do in these assays?
CRFBP-R2 agonist: -1.2; TAAR1 agonist: -3; CHRM4 PAM: 4; CHRM5 PAM: 4; CRFR2-BP antag: -1; M1 PAM parental: 21; TAAR1 antag: 16; CHRM5 agonist: -3; CHRM5 antagonist: 12

Results for COc1ccc(C(=O)Nc2ccc(/C(C)=N/NC(=O)c3ccccc3O)cc2)cc1OC ?
CRFBP-R2 agonist: 3.9; TAAR1 agonist: 2; CHRM4 PAM: 4; CHRM5 PAM: -2; CRFR2-BP antag: -42; M1 PAM parental: -9; TAAR1 antag: -8; CHRM5 agonist: 0; CHRM5 antagonist: 5

What do the screens show for `COC(=O)C1=CN(Cc2cccs2)C=C(C(=O)OC)C1c1cccc(Cl)c1`?
CRFBP-R2 agonist: 0.7; TAAR1 agonist: -1; CHRM4 PAM: -7; CHRM5 PAM: -21; CRFR2-BP antag: 17; M1 PAM parental: -11; TAAR1 antag: 12; CHRM5 agonist: -10; CHRM5 antagonist: 9

What do the screens show for `CCC(NC(=O)CCc1c(C)c2cc3c(C)c(C)oc3cc2oc1=O)C(=O)N[C@@H](Cc1ccccc1)C(=O)O` (stereo partly drawn)?
CRFBP-R2 agonist: -2.5; TAAR1 agonist: 2; CHRM4 PAM: 0; CHRM5 PAM: -6; CRFR2-BP antag: 0; M1 PAM parental: -8; TAAR1 antag: -14; CHRM5 agonist: 1; CHRM5 antagonist: 4

What do the screens show for `CCCC(=O)Nc1cc(=O)[nH]c2ncnn12`?
CRFBP-R2 agonist: 0.1; TAAR1 agonist: 7; CHRM4 PAM: 3; CHRM5 PAM: 0; CRFR2-BP antag: 7; M1 PAM parental: 13; TAAR1 antag: -3; CHRM5 agonist: -1; CHRM5 antagonist: -2

Results for COc1ccc(NC(=O)c2cc(-c3cc(C)cc(C)c3O)n[nH]2)cc1Cl ?
CRFBP-R2 agonist: 0.9; TAAR1 agonist: 10; CHRM4 PAM: -4; CHRM5 PAM: -5; CRFR2-BP antag: -51; M1 PAM parental: 3; TAAR1 antag: 8; CHRM5 agonist: -1; CHRM5 antagonist: 3

Results for NC(=O)c1ccccc1NC(=O)N1CCOCC1 ?
CRFBP-R2 agonist: 0.9; TAAR1 agonist: 2; CHRM4 PAM: 4; CHRM5 PAM: -2; CRFR2-BP antag: -3; M1 PAM parental: -9; TAAR1 antag: 9; CHRM5 agonist: 9; CHRM5 antagonist: -14

How did CC(C)c1ccc(NC(=O)N2CCCC2C(=O)Nc2ccc(-n3cnnn3)cc2)cc1 (stereo not drawn) do in these assays?
CRFBP-R2 agonist: 0.2; TAAR1 agonist: -1; CHRM4 PAM: 13; CHRM5 PAM: 14; CRFR2-BP antag: -10; M1 PAM parental: 8; TAAR1 antag: -9; CHRM5 agonist: 0; CHRM5 antagonist: -6

How did CN(Cc1cccs1)C(=O)c1cc(S(=O)(=O)N2CCOCC2)ccc1F do in these assays?
CRFBP-R2 agonist: -2.1; TAAR1 agonist: 4; CHRM4 PAM: 4; CHRM5 PAM: 4; CRFR2-BP antag: 16; M1 PAM parental: 8; TAAR1 antag: -15; CHRM5 agonist: 3; CHRM5 antagonist: 4

How did CCCNC(=O)C(=O)c1cccn1-c1ccsc1C(=O)OC do in these assays?
CRFBP-R2 agonist: -1.6; TAAR1 agonist: 4; CHRM4 PAM: -6; CHRM5 PAM: 4; CRFR2-BP antag: 15; M1 PAM parental: -2; TAAR1 antag: 1; CHRM5 agonist: -13; CHRM5 antagonist: -4

How did C#CCN(C[C@H]1[C@H](OC(=O)NCc2ccccc2F)[C@H](OC(=O)NCc2ccccc2F)C[C@H]2C(=O)N(c3ccccc3)C(=O)[C@@H]12)S(=O)(=O)c1ccc(C)cc1 do in these assays?
CRFBP-R2 agonist: 1.4; TAAR1 agonist: 2; CHRM4 PAM: 5; CHRM5 PAM: -4; CRFR2-BP antag: -12; M1 PAM parental: 10; TAAR1 antag: 9; CHRM5 agonist: 2; CHRM5 antagonist: -3

What do the screens show for `CCOC(=O)C1CCCN(C(=O)Cc2ccc(OC)c(OC)c2)C1` (stereo not drawn)?
CRFBP-R2 agonist: 3.5; TAAR1 agonist: 5; CHRM4 PAM: -8; CHRM5 PAM: 2; CRFR2-BP antag: 0; M1 PAM parental: 8; TAAR1 antag: 5; CHRM5 agonist: 2; CHRM5 antagonist: -4

How did COc1cc(C(CC(=O)N2CCN(c3ccccc3)CC2)c2c(OC)cc(OC)c3ccc(=O)oc23)cc(OC)c1OC (stereo not drawn) do in these assays?
CRFBP-R2 agonist: -0.9; TAAR1 agonist: 3; CHRM4 PAM: 21; CHRM5 PAM: 2; CRFR2-BP antag: 10; M1 PAM parental: 3; TAAR1 antag: -6; CHRM5 agonist: -1; CHRM5 antagonist: 2

How did O=C(Cc1cccs1)Nc1cccc(C(=O)Nc2ccc(C(=O)O)cc2)c1 do in these assays?
CRFBP-R2 agonist: -2.2; TAAR1 agonist: 4; CHRM4 PAM: -2; CHRM5 PAM: -3; CRFR2-BP antag: 0; M1 PAM parental: 18; TAAR1 antag: 5; CHRM5 agonist: 3; CHRM5 antagonist: 4

How did CCOC(=O)[C@@H]1[C@H]2COc3ccccc3[C@H]2N2C(=O)N(c3ccc(Cl)cc3)C(=O)[C@@]12C do in these assays?
CRFBP-R2 agonist: 4.6; CHRM4 PAM: -3; CHRM5 PAM: -2; CRFR2-BP antag: -10; M1 PAM parental: -6; CHRM5 agonist: 3; CHRM5 antagonist: 2

What do the screens show for `COc1ccc(-c2nc(N)n(S(=O)(=O)c3ccc(C)cc3)n2)cc1`?
CRFBP-R2 agonist: 0.1; TAAR1 agonist: 7; CHRM4 PAM: -1; CHRM5 PAM: 1; CRFR2-BP antag: -17; M1 PAM parental: 7; TAAR1 antag: 17; CHRM5 agonist: 0; CHRM5 antagonist: -6

What do the screens show for `O=C(O)/C=C/C(=O)Nc1ccccc1C(=O)OCC(=O)c1ccc2c(c1)OCCO2`?
CRFBP-R2 agonist: 1.3; TAAR1 agonist: 6; CHRM4 PAM: 2; CHRM5 PAM: -3; CRFR2-BP antag: 1; M1 PAM parental: 8; TAAR1 antag: -12; CHRM5 agonist: -3; CHRM5 antagonist: 10

How did O=C(CSc1nccn(-c2ccc(F)c(Cl)c2)c1=O)NC1CCCC1 do in these assays?
CRFBP-R2 agonist: -0.7; TAAR1 agonist: 1; CHRM4 PAM: 1; CHRM5 PAM: -4; CRFR2-BP antag: 0; M1 PAM parental: -16; TAAR1 antag: -9; CHRM5 agonist: 1; CHRM5 antagonist: 8
